# High-throughput results as filed in PubChem BioAssay.
# TCR CD3 inh = blocks the human TCR-CD3 interaction; TAMRA-labeled TCR probe fluorescence, biochemical; inhibition, % at 9.4 µM; hit rate 0.37% among 360,000; AID 651800; in the data active = inhibition above about 19%;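 note: recombinant mutant TCR 2C K166C tagged with TAMRA read by polarization; 0% = receptor in buffer alone and 100% = receptor with positive control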
# NPR2 activator = GC-B (human) receptor activation | P20594 | HEK293-GC-B cells, CNP EC30, cGMP TR-FRET; 0% at EC30 CNP, 100% saturating CNP | hit rate 0.11% among 370,000 | activation, % at 10 µM;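 active = activation at 10 µM reaching about 35% in either raw or pattern-adjusted values, limit read from the data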
# PRMT1 inh = PRMT1 (human) inhibition, primary screen; recombinant PRMT1, activity-based probe fluorescence polarization; inhibition, % at 2.79 µM; hit rate 1.3% among 370,000; AID 652257;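 active = inhibition above about 21% made by adding two undisclosed values, limit read from the data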
# SIAE inh = inhibitors of human sialic acid acetylesterase SIAE. Q9HAT2. SIAE FP-Rh probe binding, fluorescence polarization. inhibition, % at 9.66 µM. hit rate 0.69% among 370,000;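 active = inhibition above a cutoff: mean of compounds within the control limits plus 3 SD of those, cut at about 17% in these data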;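 note: 0% = plate median of compound wells and 100% = probe without SIAE protein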
# Target sequence (Q9HAT2 whole entry, looked up): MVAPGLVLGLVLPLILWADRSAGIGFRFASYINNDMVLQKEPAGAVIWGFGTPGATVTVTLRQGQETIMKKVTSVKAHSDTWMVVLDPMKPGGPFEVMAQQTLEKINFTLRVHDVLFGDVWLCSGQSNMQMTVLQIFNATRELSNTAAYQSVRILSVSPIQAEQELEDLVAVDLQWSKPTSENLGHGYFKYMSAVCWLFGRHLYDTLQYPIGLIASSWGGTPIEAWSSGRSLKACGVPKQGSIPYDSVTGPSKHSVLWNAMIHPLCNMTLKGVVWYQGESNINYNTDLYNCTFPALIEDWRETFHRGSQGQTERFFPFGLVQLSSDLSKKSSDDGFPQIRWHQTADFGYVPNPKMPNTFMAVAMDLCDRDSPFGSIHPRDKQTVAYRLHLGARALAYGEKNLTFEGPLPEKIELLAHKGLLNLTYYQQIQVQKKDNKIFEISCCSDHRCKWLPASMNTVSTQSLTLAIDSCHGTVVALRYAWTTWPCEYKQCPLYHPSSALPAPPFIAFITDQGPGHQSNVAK
# ABHD4 inh = inhibitors of mouse ABHD4. Q8VD66. purified mABHD4, FP-Rh probe fluorescence polarization. inhibition, % at 8.92 µM. hit rate 0.54% among 370,000. AID 720543;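 active = inhibition exceeding the mean over every tested compound plus 3 SD, cut at about 30% in these data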;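 note: 0% = plate median of compound wells and 100% = S159A mutant with DMSO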
#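 System: mouse ABHD4 enzyme, wild type / Medium: HEPES pH 7.0, NaCl, Pluronic buffer / Reagent: FP-Rh activity-based fluorescent probe / Control set: S159A mutant high control, sample median low control / Detection: fluorescence polarization with parallel and perpendicular emission, 525/598 nm / Schedule: 45 min + 60 min at 25 °C / Compound dosing: 8.92 µM, single dose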
# MBD2 DNA inh = MBD2-methylated oligo binding inhibition | TR-FRET, MBD2 binding to methylated oligonucleotide | Q9UBB5 | inhibition, % at 4.4 µM | hit rate 0.31% among 370,000; in the data active = inhibition above about 13%
# Target sequence (Q9UBB5 whole entry, looked up): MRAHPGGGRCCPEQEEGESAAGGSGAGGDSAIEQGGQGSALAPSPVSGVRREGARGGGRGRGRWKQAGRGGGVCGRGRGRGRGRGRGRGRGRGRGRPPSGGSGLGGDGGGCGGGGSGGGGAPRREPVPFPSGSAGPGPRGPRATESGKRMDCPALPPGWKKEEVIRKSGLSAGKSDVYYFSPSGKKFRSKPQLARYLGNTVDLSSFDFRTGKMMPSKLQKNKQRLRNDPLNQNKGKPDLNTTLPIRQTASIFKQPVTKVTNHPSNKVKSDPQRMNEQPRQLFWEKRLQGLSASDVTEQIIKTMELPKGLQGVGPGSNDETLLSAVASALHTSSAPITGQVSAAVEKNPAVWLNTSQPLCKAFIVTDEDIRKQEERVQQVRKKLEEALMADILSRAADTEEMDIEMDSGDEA
# GC-A act = GC-A (human) enzyme activation. activation, % at 10 µM. hit rate 0.14% among 370,000. AID 1671463. HEK293 GC-A cells, cGMP TR-FRET, EC30 ANP; 0% at EC30 ANP, 100% saturating ANP; in the data active = activation above about 40%
# UHRF1 MBD2 ctr = blocks human UHRF1 binding to methylated DNA. Q96T88. UHRF1 binding to methylated oligo, TR-FRET. inhibition, % at 4.4 µM. hit rate 0.75% among 370,000. AID 687016; in the data active = inhibition above about 21%;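 note: UHRF1 SRA domain binding a hemimethylated CpG hairpin DNA probe; 0% = median of test compound wells and 100% = reference inhibitor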
# HTRA1 inh = blocks human HTRA1 serine peptidase; inhibition, % at 5.96 µM; recombinant HTRA1, FP-rhodamine activity-based probe, fluorescence polarization; hit rate 0.5% among 340,000; Q92743; AID 504803; in the data active = inhibition above about 36%;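 note: 0% = enzyme with DMSO and 100% = wells lacking enzyme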
# rCAG binder = r(CAG) repeat RNA binding; hit rate 1.3% among 370,000; AID 651821; TO-PRO-1 dye displacement fluorescence; inhibition, % at 3 µM;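 active = inhibition above the plate cutoff, the mean of all test compounds on that plate plus 3 SD, cut at about 35% in these data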;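 note: 0% = DMSO alone and 100% = 100 µM mitoxantrone as full dye displacement; higher means more dye released from RNA so lower well fluorescence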
# Starred values were filed as active, the others as inactive; . = no result given. Not all compounds are listed; count on the stated rates, not on these rows.
SMILES,TCR CD3 inh,NPR2 activator,PRMT1 inh,SIAE inh,ABHD4 inh,MBD2 DNA inh,GC-A act,UHRF1 MBD2 ctr,HTRA1 inh,rCAG binder
O=C(NC1CC2CCCC(C1)N2C(=O)N1CCCCC1)C1CCCCC1 (stereo not given),-6,-3,-2,5,1,2,4,-1,-2,-8
CCc1ccc(OCC(=O)N2CC(C(=O)OC)Oc3ccccc32)cc1 (stereo not given),7,0,-2,6,2,-2,4,0,1,-5
COc1ccc(CNC(=O)Cc2csc(Nc3nc(=S)[nH]c4ccccc34)n2)cc1,0,2,2,-16,11,-3,6,0,-4,13
O=C(Cn1cnc2c(nnn2Cc2ccccc2)c1=O)NCc1ccco1,-5,2,-1,1,-2,2,2,0,-6,4
COc1cc(CNC2CCCCC2OC)cc(OC)c1 (stereo not given),3,-14,-2,5,7,5,-33,2,-1,1
COc1cccc(CC(=O)Nc2ccc3c(c2)CCC3)c1,8,4,2,-6,-5,0,1,-1,-15,-3
CN1CCN(C(=S)c2cn(Cc3cccc(F)c3)c3ccccc23)CC1,0,-9,-4,8,3,-6,-15,-3,4,-8
O=C1NC(=O)C2(CCCCC2)N1,-9,4,0,3,6,2,5,1,9,1
CC(C(=O)Nc1ccccc1)N(c1cccc(Cl)c1)S(C)(=O)=O (stereo not given),-1,-6,1,-4,-4,2,-3,2,0,-4
S=C(Nc1ccccc1Cl)NC1CC2CCCC(C1)N2C1CC1 (stereo not given),-1,1,-1,5,2,-2,-7,0,-2,-2
COc1ccc(S(=O)(=O)NCC(=O)N(CC2CCCO2)C(C(=O)NC2CCCC2)C(C)C)cc1 (stereo not given),8,3,0,-4,1,1,-2,0,0,-1
CC1(C)N=C(N)NC(Nc2cccc(Br)c2)=N1,9,4,-4,-1,1,-3,2,1,-4,4
COc1ccc(-c2nnn(Cc3nc(N)nc(N4CCOCC4)n3)n2)cc1OC,9,5,-2,-3,6,-8,8,-1,1,-4
Cc1ccc(C(=O)N2O[C@]34C=C[C@]25C[C@@H](O)CC[C@]5(C)C3CC[C@]2(C)[C@@H]([C@H](C)/C=C/[C@H](C)C(C)C)CC[C@H]24)cc1 (stereo not given in full),6,0,0,-4,-2,0,8,0,.,2
CSc1ccc(S(=O)(=O)NCC(=O)OC2CCOC2=O)cc1[N+](=O)[O-] (stereo not given),-10,7,1,10,-4,-7,-2,-4,2,-1
CCc1cc(C(=O)Nc2ccccc2)cs1,-2,0,1,0,-1,-2,3,3,-7,-1
NC(=O)c1ccccc1NC(=O)/C=C/C(=O)O,-2,2,3,4,0,-1,2,6,11,2
COc1cc(OC)cc(C(=O)Nc2ccn(C)n2)c1,-3,-2,-2,1,-2,-1,1,-1,-7,2
Cc1c(NS(=O)(=O)c2cccc(C(=O)N3CCC(C)CC3)c2)c(=O)n(-c2ccccc2)n1C,4,-1,3,2,2,-2,1,1,1,1
O=C(c1ccc(F)cc1)C(C(=O)N1CCCCC1)n1ccccc1=O (stereo not given),1,-3,-3,1,-3,0,0,1,3,-3

# Sorted by count of non-hydrogen atoms (highest first): part of the list above.
SMILES,TCR CD3 inh,NPR2 activator,PRMT1 inh,SIAE inh,ABHD4 inh,MBD2 DNA inh,GC-A act,UHRF1 MBD2 ctr,HTRA1 inh,rCAG binder
Cc1ccc(C(=O)N2O[C@]34C=C[C@]25C[C@@H](O)CC[C@]5(C)C3CC[C@]2(C)[C@@H]([C@H](C)/C=C/[C@H](C)C(C)C)CC[C@H]24)cc1 (stereo not given in full),6,0,0,-4,-2,0,8,0,.,2
COc1ccc(S(=O)(=O)NCC(=O)N(CC2CCCO2)C(C(=O)NC2CCCC2)C(C)C)cc1 (stereo not given),8,3,0,-4,1,1,-2,0,0,-1
CSc1ccc(S(=O)(=O)NCC(=O)OC2CCOC2=O)cc1[N+](=O)[O-] (stereo not given),-10,7,1,10,-4,-7,-2,-4,2,-1
NC(=O)c1ccccc1NC(=O)/C=C/C(=O)O,-2,2,3,4,0,-1,2,6,11,2

# Further records:
SMILES,TCR CD3 inh,NPR2 activator,PRMT1 inh,SIAE inh,ABHD4 inh,MBD2 DNA inh,GC-A act,UHRF1 MBD2 ctr,HTRA1 inh,rCAG binder
Cc1ccccc1C(=O)NC1CCCCN(Cc2cccc(C(F)(F)F)c2)C1=O (stereo not given),.,-1,2,2,-6,-2,1,-1,.,-1
CC(=O)C(Sc1ncnc2sc3c(c12)CCCC3)C(C)=O,3,-4,-3,4,-1,4,7,-2,8,3
Cc1ccc(S(=O)(=O)N2CCN(C(=O)COC(=O)CNC(=O)c3ccccc3)CC2)c(C)c1,3,2,3,-4,1,2,2,-1,-3,-6
CC(C)CC(CO)N1CCN(C(=O)c2ccc(Cl)cc2Cl)CCC1=O (stereo not given),-5,6,3,-5,3,0,-2,0,4,-7
COCCCNC(=O)CN1C(=O)C2CCCCN2C(=O)c2ccccc21 (stereo not given),.,11,0,-3,3,2,3,0,.,0
O=C(O)COc1ccc(/C=N/NC(=O)c2ccc(-c3csc(Nc4ccc(Cl)cc4)n3)cc2)cc1,14,-2,3,-130,-2,10,-37,21*,-3,14
COc1ccccc1C(=O)NC(=O)COc1ccc([N+](=O)[O-])cc1,0,-4,-3,-4,-6,-1,-4,-1,-1,3
COc1cccc(Cn2nnc(C(=O)NCc3ccc(F)cc3)c2N)c1,1,1,-1,-2,-4,0,1,1,-21,2
O=C(CSc1nnc(COc2ccc(F)cc2)o1)N1CCCCC1,1,-5,0,-1,3,4,9,2,-2,-4
CCCCN(C)C(=O)CSc1nnc(-c2cccnc2)n1C1CCCCC1,.,-8,0,3,1,-6,2,3,.,0

# Single records, from the list above.
# Profile of CC(C)CC(CO)N1CCN(C(=O)c2ccc(Cl)cc2Cl)CCC1=O (stereo not given) → TCR CD3 inh: -5; NPR2 activator: 6; PRMT1 inh: 3; SIAE inh: -5; ABHD4 inh: 3; MBD2 DNA inh: 0; GC-A act: -2; UHRF1 MBD2 ctr: 0; HTRA1 inh: 4; rCAG binder: -7
# Profile of CC(=O)C(Sc1ncnc2sc3c(c12)CCCC3)C(C)=O → TCR CD3 inh: 3; NPR2 activator: -4; PRMT1 inh: -3; SIAE inh: 4; ABHD4 inh: -1; MBD2 DNA inh: 4; GC-A act: 7; UHRF1 MBD2 ctr: -2; HTRA1 inh: 8; rCAG binder: 3

# The list goes on:
SMILES,TCR CD3 inh,NPR2 activator,PRMT1 inh,SIAE inh,ABHD4 inh,MBD2 DNA inh,GC-A act,UHRF1 MBD2 ctr,HTRA1 inh,rCAG binder
Cc1cccc2sc(N(CCCN(C)C)C(=O)c3nc4ccccc4s3)nc12,2,-7,3,0,8,3,-7,8,-5,-1
CC(=NNc1ccc2ccccc2n1)c1ccccc1O,2,-1,-1,15,6,1,-6,-3,30,8
COc1ccc2c(c1)CC(C)C/C2=N\NC(=O)c1ccco1 (stereo not given),7,-2,6,-3,8,-4,2,-1,6,1
S=C(NCCC(c1ccccc1)c1ccccc1)Nc1cccc(Cl)c1,5,0,1,-149,-78,-2,-3,-5,-73,9
O=C(CSc1nnc(-c2ccncc2)n1-c1ccccc1)NCC1CCCO1 (stereo not given),4,2,-1,3,2,-3,2,7,4,3
O=Cc1c(Sc2ccccc2)nc2ccccn2c1=O,6,0,-4,6,-1,2,5,-4,-3,1
Cc1c(C=NCCOCc2ccccc2)cnn1C,2,-4,-4,-3,0,-4,2,-1,3,1
CC1(C)CC(O)CC(C)(C)N1CC(O)COCCOc1ccc(Br)cc1 (stereo not given),9,-1,-1,5,0,-7,-2,-2,4,-10
CCOc1ccc(OCCC(=O)N2CCc3cc(OC)c(OC)cc3C2)cc1,5,4,-2,-2,-3,-2,4,-2,-5,-5
COCOCCn1cc(CN2CCS(=O)(=O)N(Cc3ccc(-c4cccc(CO)c4)cc3)C(CC(C)C)C2=O)nn1 (stereo not given),3,8,-2,1,4,-1,2,-1,4,2
CCc1ccccc1NC(=O)CCC(=O)c1cccs1,8,3,-3,-2,-3,1,-1,0,-2,10
NS(=O)(=O)c1cccc(NC(=S)NCc2ccc3c(c2)OCO3)c1,8,7,-2,10,-2,-2,3,1,-8,1
Cc1ccc(OCc2ccc(C(=O)Nc3cc(C)on3)o2)c([N+](=O)[O-])c1,-2,2,4,-5,11,2,3,-1,4,3
CC(=NNc1nc2ccccc2s1)c1ccncn1,7,-18,0,5,17,2,-31,-8,48*,2
COc1cc(C(=S)N2CCCC2)cc(Cl)c1OCC(=O)Nc1ccc(C)cc1C,-7,2,22*,-12,-10,10,2,2,-30,0
CC(=O)n1cc(/C=C2/N=C(c3ccccc3)OC2=O)c2ccccc21,-2,-7,5,6,16,-8,-2,2,7,32
CCN(C(N)=S)c1ccccc1,-10,5,1,-4,3,3,2,0,-9,-4
OC1CCCN(Cc2ccc3ccc4cccc5ccc2c3c45)C1 (stereo not given),1,-10,0,-8,4,0,-6,5,-15,-1
CC(C)(C)NC(=S)NCc1ccncc1,3,-1,-2,5,-2,-5,6,-4,-1,-1
COc1ccc(Cn2nnc3ccccc32)cc1,0,1,1,6,4,-1,-2,-2,-1,-2
CCc1nc2ccc(C(=O)N3CCCCC3)cn2c1N(C)CCCc1ccccc1,1,1,-2,3,9,5,7,1,.,-3
COc1ccccc1C1CC(c2ccc(NS(C)(=O)=O)cc2)=NN1C(=O)c1ccccc1 (stereo not given),3,-8,-1,-2,-4,-1,-14,10,-5,4
Cc1cc(C)nc(NS(=O)(=O)c2ccc(Br)s2)c1,-6,-9,4,2,1,0,-9,2,-1,6
COc1cccc(C(=O)CSc2nnnn2C)c1,7,1,0,5,1,2,1,0,2,-1
CCOc1cc(/C=N/NC(=O)COc2ccc(Cl)cc2)ccc1OS(=O)(=O)c1ccccc1,28*,-4,1,-21,-33,-2,0,5,-70,13
COc1ccccc1N1C(=O)CC(N2CCc3ccccc32)C1=O (stereo not given),1,-1,5,7,1,-3,-3,-1,8,21
COc1ccc(N(C(=O)/C=C/c2ccccc2)C2=CC3CCC(C2)N3C)cc1 (stereo not given),-6,-14,4,-2,-4,6,-26,2,8,-2

# 2 compounds from above, reduced to TCR CD3 inh and NPR2 activator:
structure	TCR CD3 inh	NPR2 activator
Cc1cc(C)nc(NS(=O)(=O)c2ccc(Br)s2)c1	-6	-9
COc1ccccc1N1C(=O)CC(N2CCc3ccccc32)C1=O (stereo not given)	1	-1
